Screening results from PubChem BioAssay.
CaV13 ICDI inh: Primary screen for inhibitors of IQ motif and Ca2+-dependent inactivation inhibitor domain binding in CACNA1D, Förster resonance energy transfer in living cells, … | HEK cells, CFP/YFP FRET ICDI-IQ, plate reader, 10 min; percent FRET-ratio fall versus neutral wells | AID 743397 | inhibition, % at 12.3 µM | 0.098% of 340,000 active;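 active = mean replicate inhibition of at least 30% and at least 1% of replicates passing that level; inconclusive = only one of the two criteria is met; inactive = neither criterion is met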;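 note: 0% = median of the neutral control wells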
Glyco luc inh: N-linked glycosylation inhibition | D54 ERlucT glycosylation luciferase reporter, 24 h; percent of 100 nM tunicamycin response | reporter increase, % at 12.5 µM | 0.23% of 360,000 active | AID 588692;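 active = mean luciferase reporter signal, scaled so untreated is 0 and the glycosylation-blocking control 100, at or above a set limit in every replicate; inconclusive = mean reaches the limit but not every replicate does; inactive = mean below the limit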;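 note: luciferase carries N-glycosylation sites so blocking glycosylation raises the light; 0% = median of neutral control wells and 100% = median of 100 nM tunicamycin wells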
Granule exo inh: blocks lytic granule exocytosis | TALL-104 LAMP-1 surface exposure, flow cytometry; cells stimulated with thapsigargin and PMA | inhibition, % at 10 µM | 0.66% of 360,000 active;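 active = inhibition above about 55%, limit read from the data; inconclusive = no clear call, values can overlap the other calls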
m5-HT2A agonist: mouse HTR2A agonism via beta-arrestin recruitment; P35363; CHO-K1 mHTR2A beta-arrestin complementation, luminescence; percent of 30 µM serotonin response; activation, % at 7.6 µM; 0.66% of 360,000 active; AID 624169;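 active = activation above a run cutoff, the mean activation of all tested compounds plus 3 SD, cut at about 14% in these data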;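 note: 0% = plate median of compound wells and 100% = 30 µM serotonin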
Target sequence (P35363 whole entry, looked up): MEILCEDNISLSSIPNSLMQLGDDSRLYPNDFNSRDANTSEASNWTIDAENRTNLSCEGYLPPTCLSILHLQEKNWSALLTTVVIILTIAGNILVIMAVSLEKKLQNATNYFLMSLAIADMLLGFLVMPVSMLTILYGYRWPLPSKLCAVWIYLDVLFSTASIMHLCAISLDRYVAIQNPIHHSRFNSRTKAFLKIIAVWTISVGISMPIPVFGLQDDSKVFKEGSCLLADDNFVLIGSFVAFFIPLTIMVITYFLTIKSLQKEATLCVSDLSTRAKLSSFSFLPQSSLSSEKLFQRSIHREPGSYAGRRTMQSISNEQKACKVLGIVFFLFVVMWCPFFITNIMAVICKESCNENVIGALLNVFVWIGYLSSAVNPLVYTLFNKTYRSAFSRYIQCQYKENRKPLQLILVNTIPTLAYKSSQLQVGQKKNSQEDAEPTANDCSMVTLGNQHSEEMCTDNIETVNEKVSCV
PDI inh: inhibitors of human protein disulfide isomerase; P07237; PDI insulin aggregation turbidity, A650, 90 min; inhibition, % at 10 µM; 0.052% of 350,000 active; AID 588391;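 active = mean inhibition across replicates of 30% or more, whatever share of single replicates reach that level; inconclusive = mean inhibition below 30% while every single replicate reaches 30%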;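 note: absorbance from insulin aggregation driven by PDI reduction with DTT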
Target sequence (P07237 whole entry, looked up): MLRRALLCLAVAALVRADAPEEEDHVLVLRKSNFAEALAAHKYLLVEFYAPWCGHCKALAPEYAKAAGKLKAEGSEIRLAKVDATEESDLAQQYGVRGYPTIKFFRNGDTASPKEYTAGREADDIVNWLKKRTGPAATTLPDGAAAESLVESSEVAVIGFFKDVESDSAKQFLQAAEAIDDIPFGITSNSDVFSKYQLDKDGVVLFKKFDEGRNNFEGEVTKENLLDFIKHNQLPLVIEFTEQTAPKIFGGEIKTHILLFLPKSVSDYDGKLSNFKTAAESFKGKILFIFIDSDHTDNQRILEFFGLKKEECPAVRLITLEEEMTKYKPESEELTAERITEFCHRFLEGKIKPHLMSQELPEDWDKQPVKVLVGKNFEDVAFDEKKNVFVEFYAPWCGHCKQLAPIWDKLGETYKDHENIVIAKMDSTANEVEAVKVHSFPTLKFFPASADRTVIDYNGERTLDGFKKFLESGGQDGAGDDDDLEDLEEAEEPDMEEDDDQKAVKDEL
Vif inh: HIV Vif inhibition | HEK293T cells, Vif self-association by quenched fluorescence, imaging, 24 h | inhibition, % at 7.49 µM | 0.35% of 340,000 active; in the data active = inhibition above about 50%, passing the limit was not always enough; inconclusive = no clear call, values can overlap the other calls; inactive = below about 31%; note: some results filed as inactive read as strong as hits
iPSC survival up: hiPSC single-cell survival enhancement; 0.044% of 360,000 active; ATPlite luminescence; 100% = ROCK inhibitor wells, 0% = DMSO; AID 602274; survival enhancement, % at 20 µM; in the data active = survival enhancement above about 18%;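 note: cells exposed to compounds for 16 hours before the ATP read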
aDG glyco act: increases alpha dystroglycan glycosylation. Pro5-aDG cells, alpha-DG glycosylation AlphaScreen (IIH6); 0% Pro5, 100% B10-LARGE cell signal. activation, % at 10 µM. 0.22% of 360,000 active;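 active = activation of at least 8% versus controls, or a plate z-score of at least 8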;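 note: Pro5 are CHO cells carrying HIG-tagged alpha-DG that lacks glycosylation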
H9c2 protect: myocardial damage modulation in H9c2 cells. H9c2 cardiomyocytes, H2O2 injury protection, ATPLite, 2 h. protection from H2O2 cell death, % at 20 µM. 0.63% of 360,000 active. AID 588492;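 active = compounds giving at least 50% protection of heart cells from peroxide-induced death in the single-dose screen, raw or plate-pattern-corrected value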;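 note: 0% = DMSO wells with peroxide and 100% = DMSO wells without peroxide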
ABCB6 inh MLPCN: inhibitors of human ABC transporter ABCB6 | Q9NP58 | K562-ABCB6 porphyrin accumulation, flow cytometry, 1 h; hits give low values | fluorescence ratio to DMSO, % at 10 µM | 0.19% of 360,000 active | AID 602162;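 active = fluorescence ratio to DMSO below 75%, the collection mean minus 3 SD; inconclusive = too few cells collected in the well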;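 note: signal is porphyrin accumulated inside mitochondria; 100% equals median channel fluorescence of DMSO control wells; lower ratio means ABCB6 inhibition with less porphyrin fluorescence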
Active calls of the source: *; ? = inconclusive; . = no result given.

cpd	Compound	CaV13 ICDI inh	Glyco luc inh	Granule exo inh	m5-HT2A agonist	PDI inh	Vif inh	iPSC survival up	aDG glyco act	H9c2 protect	ABCB6 inh MLPCN
1	Cc1cc(C)n2c(Nc3ccc4c(c3)OCCO4)c(C(C)C)nc2n1	-11.2	.	-6.2	6.4	.	.	0.5	1.0	.	124.0
2	CC(C)Cn1c(N2CCN(C(=O)/C=C/c3ccccc3)CC2)nc2ccccc21	-6.7	12.7	5.4	-3.4	-0.2	-8.6	2.2	1.3	1.2	98.0
3	COc1cccc2cc(C(=O)NCCN3CCOCC3)c(=O)oc12	-4.3	2.4	-4.8	-2.6	-1.1	-12.7	-0.1	0.1	14.2	100.0
4	COc1cccc(-c2nc(CS(=O)CC(=O)NCCc3ccccc3)c(C)o2)c1 (stereo unspecified)	-3.0	0.1	0.9	-0.6	1.0	-6.6	-0.2	-0.3	1.6	99.0
5	CCN(CC)C(=O)CSc1nc2nc(C)cc(C)c2c(=O)[nH]1	-7.7	2.2	-3.3	-0.7	-1.0	0.2	0.2	0.0	1.9	96.0
6	O=C(c1cccs1)N1CCN(C2CCCCC2)CC1	-3.5	-0.5	-0.9	0.0	3.7	-10.6	-1.9	0.1	-2.7	92.0
7	Cc1nn(CCO)c2ncc(C(=O)c3cc(Cl)ccc3O)cc12	-4.0	0.9	9.6	2.9	-47.9	5.8	0.5	0.0	2.6	97.0
8	COc1ccc(CNCc2cccc(C)c2)cc1	-9.7	-1.9	3.1	1.8	3.0	-13.0	-0.5	0.1	5.3	99.0
9	COCCn1c(SCC(=O)c2c(-c3ccccc3)n(C)c3ccccc23)nnc1-c1ccncc1	-18.2	10.8	-4.0	-1.0	7.4	-2.1	0.1	0.7	3.7	99.0
10	C=CCn1c(C)nnc1SCC(=O)Nc1oc(C)c2c(C)n[nH]c(=O)c12	-6.1	0.2	80.1*	-0.3	-10.3	0.3	-0.4	2.4	5.1	97.0
11	O=C(Nc1ccc(Nc2ccccc2)cc1)Nc1ccccc1Cl	-20.6	0.6	2.5	-3.7	2.4	0.0	-0.7	0.0	-12.5	10.0*
12	Cc1cccc(OC(=O)C2C(c3ccccc3)C(C(=O)O)C2c2ccccc2)c1 (stereo unspecified)	-5.1	-1.2	1.6	9.7	-4.0	8.2	-0.9	0.0	4.4	98.0
13	CC1=CC2=NC(=O)/C(=C\c3cccn3CCOc3ccc(C)c(C)c3)C(=N)N2O1	-5.1	-6.7	8.7	-0.9	-6.4	0.9	-0.9	0.1	-1.5	98.0
14	CCCS(=O)(=O)N1CCC(C(=O)NCCN2CCC(Cc3ccccc3)CC2)CC1	.	-0.8	0.6	-5.5	-7.9	2.2	-0.1	0.1	-0.3	109.0
15	CCSc1cc(N2CCCC2)nc(-c2cccc(C)c2)n1	-4.9	0.3	-1.5	2.7	10.0	2.3	3.9	0.1	-10.3	98.0
16	CCOc1cc(C(=O)Nc2ncn[nH]2)cc(OCC)c1OCC	-6.9	0.4	-1.4	3.2	-4.8	5.5	-0.5	0.1	-1.2	96.0
17	O=C1C2C3CCCC3=C3CCCC3C2C(=O)N1c1ccc(F)cc1 (stereo unspecified)	-6.8	-0.7	0.5	-0.7	6.6	0.3	-1.8	-0.2	-9.8	94.0
18	CCc1nc2c(OCc3ccc(C(F)(F)F)cc3)cccn2c1N(C)C(=O)C1CC1	-6.1	4.6	7.0	-7.2	0.2	-4.0	0.4	0.8	-1.8	98.0
19	CCC1=NC(c2ccc(OC)cc2OC)N(O)C1(C)C (stereo unspecified)	-8.1	0.3	-0.1	8.1	5.3	-4.4	-1.3	0.1	5.7	107.0
20	COc1ccc2c(c1OC)C(=O)N1N=C(c3ccc(Br)cc3)CC21 (stereo unspecified)	.	1.3	6.3	-4.6	18.3	-3.0	-0.5	0.1	10.1	103.0
21	OC(CNC1Cc2ccccc2C1)COc1ccc(F)cc1 (stereo unspecified)	-3.2	1.1	3.2	-7.4	1.6	17.0	-0.5	-0.1	2.7	95.0
22	O=C(O)CNC(=O)c1ccccc1NC(=O)c1ccco1	-7.1	1.8	-0.4	1.5	0.8	-0.6	-2.7	0.0	4.1	94.0
23	CSCC(=O)N1CCCC(N2CCN(c3ccc(F)cc3)CC2)C1 (stereo unspecified)	-20.0	2.3	-2.4	-3.2	-15.7	12.8	-0.4	-0.1	-0.5	95.0
24	CCN1CCN(c2nc3ccccc3nc2NS(=O)(=O)c2ccc(NC(C)=O)cc2)CC1	-15.5	2.5	-5.2	4.9	11.3	3.2	1.4	-0.1	2.0	97.0
25	Cc1[nH]n(C(N)=S)c(=O)c1N=Nc1cccc(C(F)(F)F)c1	-13.3	-0.3	-6.1	5.4	-4.8	-11.1	0.3	0.1	-6.8	100.0
26	Cc1cc(C)cc(NC(=O)Cn2nnc(C(=O)NCc3ccc(F)cc3)c2N)c1	-7.3	-0.6	-21.8	-1.5	-8.5	-1.1	-0.3	-0.5	-11.1	105.0
27	Cc1ccc(Cn2nnnc2CN2CCC(O)(c3ccc(F)cc3)CC2)cc1	-6.7	-0.5	-0.9	-2.2	-2.4	-2.8	0.2	0.0	-1.6	99.0
28	O=C1c2ccccc2CN1CCNS(=O)(=O)c1ccc(Cl)cc1	-2.8	1.5	4.4	0.1	-0.9	18.7	-1.4	-0.2	6.1	90.0
29	Cc1c(C#N)c2ncn(Cc3ccccc3)c(=O)c2n1-c1ccccc1	-1.5	-1.0	0.0	4.5	7.3	6.4	1.0	0.6	5.8	90.0
30	CC(=O)N1CCN(CC(O)Cn2c3ccccc3c3ccccc32)CC1 (stereo unspecified)	-5.8	-1.5	0.6	3.3	12.5	-0.2	1.3	-0.1	5.4	98.0
31	COc1ccc(C(O)(CCC(C)C)C(CN2CCOCC2)c2ccccc2)cc1 (stereo unspecified)	-4.4	-9.1	9.3	-0.9	9.1	-4.6	-0.1	0.0	-10.4	100.0
32	COc1ccc(-n2cc(CNC(C)c3ccncn3)c(-c3cccc(F)c3)n2)cc1 (stereo unspecified)	-6.1	-5.5	-9.9	-0.5	-5.5	-3.5	-2.4	0.6	1.4	96.0
33	Cc1nc(NC(=O)c2ccco2)sc1-c1csc(Nc2ccc(Cl)cc2)n1	-5.3	-6.6	15.2	-0.5	-3.5	.	2.9	0.7	21.0	96.0
34	Cc1ccccc1NC(=O)c1ccc(F)c(S(=O)(=O)N2CCCCC2)c1	-2.7	-3.9	19.3	7.1	-3.5	-1.1	-0.2	0.3	2.1	93.0
35	COc1cc2c(cc1OC)CN(C(=O)Cn1ccccc1=O)CC2	.	0.2	-1.1	2.8	.	-4.5	-0.2	-0.1	-2.0	103.0
36	COc1ccc(Cn2ccnc2SCC(=O)Nc2ccccc2OC)cc1	.	-1.2	-2.2	-4.3	-1.6	3.7	0.6	0.4	-4.1	99.0
37	Cc1cccc(NC(=O)c2cc3c(=O)n4ccccc4nc3n(CC(C)C)c2=N)c1	-5.8	0.0	23.5	14.5*	20.6	13.8	-4.4	0.1	-16.9	101.0
38	Cc1cc(Cl)ccc1OCC(=O)NC1CCCC1	-8.6	-3.3	-1.8	4.7	5.0	-18.7	5.5	0.1	-10.1	98.0
39	O=C(NC1CCCC1)C(c1ccccn1)N(C(=O)c1csnn1)C1CCCCC1 (stereo unspecified)	-5.1	-1.1	-1.7	0.6	3.8	-0.6	-2.6	0.0	7.2	97.0
40	O=C(O)CCCN=Cc1c(O)c2ccccc2oc1=O	1.9	0.2	-0.7	1.9	-4.0	8.7	-0.9	0.2	1.7	91.0
41	O=C1NC(c2ccc(Cl)cc2Cl)Oc2ccccc21 (stereo unspecified)	-4.4	2.3	0.1	-7.1	1.9	9.2	0.0	-0.2	-0.1	99.0
42	COc1ccc(CNc2ccc(S(N)(=O)=O)cc2)cc1	-1.8	-2.0	-0.2	1.7	7.9	-1.0	-1.1	0.1	-1.1	99.0
43	COc1ccccc1OCC(O)Cn1c(Br)nc2c1c(=O)[nH]c(=O)n2C (stereo unspecified)	-0.8	0.6	1.6	6.9	1.4	.	-1.3	-0.2	18.9	197.0
44	CCCCNC(=O)C1(C)CCCCN1C(=O)c1cc(C)n(C(C)(C)C)n1 (stereo unspecified)	-16.5	0.6	-1.6	3.0	8.5	0.3	-2.0	0.1	-3.2	96.0
45	COc1ccccc1-c1cccc(-c2nc(C(=O)N3CCCCC3)cc3c2[C@H](CCO)N(S(=O)C(C)(C)C)C3)c1 (stereo partly specified)	-5.3	-0.7	0.7	4.7	.	.	-0.5	-0.4	42.6	98.0
46	CN(C)CCCN(C(=O)c1cc(-c2cccs2)nc2ccccc12)c1nc2c(F)cccc2s1	-2.0	-4.1	53.3	-17.7	-2.6	-7.5	-0.6	0.1	-11.3	103.0
47	Cn1cc(C(=O)N/N=C/c2ccc(Br)c([N+](=O)[O-])c2)c2ccccc21	-19.9	-0.5	-4.3	0.8	5.0	5.1	1.7	-0.1	1.1	95.0
48	COc1ccc(NS(=O)(=O)c2ccc(NC(=O)c3ccccn3)cc2)cc1	-5.4	-0.1	1.7	0.2	3.6	-8.4	-1.8	0.2	-21.5	94.0
49	O=C(ONC1=NCCCCC1)c1c(F)cccc1F	-5.2	2.2	0.6	-1.2	-6.3	-2.0	2.8	0.0	-1.6	92.0
50	CS(=O)(=O)N(CC(=O)N1CCCCC1)c1ccc2c(c1)OCO2	-6.4	1.0	1.7	0.2	7.7	10.6	-1.2	0.1	5.6	98.0
51	O=C(/C=C/c1cccs1)c1cc(Cl)ccc1O	3.6	5.8	-11.2	0.0	9.8	-6.3	-1.3	-0.2	-8.9	101.0
52	CC1C/C(=N/Nc2nc3ccccc3[nH]2)CC(C)(C)C1 (stereo unspecified)	-3.8	-0.8	10.3	-4.5	-47.1	-1.1	0.4	1.1	-7.7	117.0
53	Cc1ccccc1-c1nnc(-c2ccccc2)o1	.	-0.9	-2.2	-1.4	-9.7	6.4	-4.7	0.0	-11.6	104.0
54	O=C(Nn1c(=O)[nH]c2ccsc2c1=O)c1ccccc1	-3.8	1.8	-1.8	3.8	-2.6	-9.5	1.1	-0.1	5.6	87.0
55	CS(=O)(=O)c1ccc(-c2cn3cc(C(=O)O)ccc3n2)cc1	5.6	-0.8	2.6	2.9	-5.0	2.8	-0.4	-0.3	-9.8	98.0
56	Cc1cc(NC(=O)CN2CCCCCCC2)no1	-7.4	0.8	6.4	3.0	-0.3	10.7	-0.5	0.0	0.1	101.0
57	COc1cccc(-c2nnc3n2N=C(C(C)(C)C)CS3)c1	-4.7	-14.3	1.5	1.0	-3.2	-7.0	0.3	0.0	-2.0	98.0
58	Nc1ccccc1C(=O)C[C@H](N)C(=O)O	-5.7	2.1	4.2	3.1	21.1	-4.5	5.5	0.1	-1.7	106.0
59	Cc1cc(N2CCN(C)CC2)nc2ccc(NC(=S)N3CCOCC3)cc12	-19.2	-1.6	-0.1	-5.2	-1.3	-2.5	-0.5	0.0	-5.2	92.0
60	Cc1ccc(OCCNC(=O)Cc2ccc(F)cc2)cc1	-4.1	0.7	0.0	-7.2	6.7	?	-0.5	0.1	-2.9	102.0

Not a hit list. About 3.1% of those tested had a hit in this group.
